MmCpn inh = blocks the Methanococcus maripaludis chaperonin Mm-Cpn; AID 504842; purified Mm-Cpn ATPase, ADP Transcreener TR-FRET; 0.031% of 330,000 active; Potency, µM (titrated, usually from 76.9 µM), without a hit: at the highest dose activity, negative = inhibition, actives largely listed as inhibitors; further: potency means the concentration at half of the fitted maximal effect; on the % scale 0 is the no-effect control and ±100 the full control effect; nearly all actives have a fitted effect of over 80% in size
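Purified archaeal chaperonin (25 nM final) was preincubated with compound for 10 min at 37°C, then ATP (10 uM final) was added for 30 min at 37°C in Tris pH 7.4/KCl/MgCl2/DTT buffer. ADP was quantified by HTRF Transcreener TR-FRET.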
Abeta rescue = A-beta toxicity reversal in yeast; yeast expressing A-beta42, growth rescue, OD600, 48 h; response scale: 0% DMSO, 100% iron-clioquinol control; Potency, µM (titrated, usually from 46.1 µM), for the others: top-dose growth rescue, actives largely listed as activators; 0.063% of 410,000 active; AID 1347071; further: potency means the concentration at half of the fitted maximal effect; nearly all actives have a fitted effect of over 55% in size
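Growth rescue measured by 600 nm absorbance after 48 h yeast culture at 30 C with compound. Values normalized between DMSO and an equimolar ferric chloride plus clioquinol control.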
HepG2 viability = kills HepG2 cells in TGF-b inhibitor counter-screen; HepG2 CAGA-GFP viability, ATP luminescence, 18 h; Potency, µM (doses to about 46.1 µM), for the others: at the top dose activity change, negative = cytotoxicity, most hits filed as cytotoxic; 0.76% of 410,000 active; further: potency means the concentration at half of the fitted maximal effect; some results filed as inactive show a strong effect at the top dose
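CellTiter-Glo luminescence gave cytotoxicity after 18 hours at 37 degrees C. The cells were HepG2 CAGA-GFP in 1% FBS DMEM, stimulated with 500 pg/mL TGF-beta after compound addition. %Activity was normalised to no-cell wells (complete cell-killing) and DMSO (no toxicity), and curves were fitted and classified.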
Nrf2 activator = activates Nrf2 signaling. 0.31% of 410,000 active. Potency, µM (titrated, usually from 46.1 µM), for the others: at the top dose activation, actives largely listed as activators. AREc32 ARE-luciferase reporter (MCF7-derived line), luminescence, 24 h. AID 624171; further: potency means the concentration at half of the fitted maximal effect; % of control where 0% means no effect; nearly all actives have a fitted effect of over 65% in size
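ARE-driven firefly luciferase activity in AREc32 cells measured after a 24 hr compound exposure at 37 deg C, using Steady-Glo reagent and a 30 min room-temperature hold.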
TGFb SMAD3 inh = blocks TGF-b signaling; HepG2 CAGA-GFP TGF-b/SMAD3 reporter, GFP fluorescence, 18 h; TGF-beta stimulated, 500 pg/mL final; Potency, µM (highest dose often 46.1 µM), for inactives: top-dose activity, negative = inhibition, actives largely listed as inhibitors; 1.2% of 410,000 active; AID 588855; further: potency means the concentration at half of the fitted maximal effect; on the % scale 0 is the no-effect control and ±100 the full control effect; nearly all actives have a fitted effect of over 65% in size
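Using HEPG2 CAGA-GFP reporter cells at 1000 cells/well, we pinned test compounds, stimulated with recombinant TGF-beta (500 pg/mL final) and measured total well GFP after 18 h.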
CCT chaperon mod = changes cytosolic chaperonin activity | purified chaperonin ATPase assay, HTRF ADP detection, 30 min | 0.3% of 360,000 active | activity change, % (concentration not given with the values), hits read low | AID 651819; in the data active means activity change below about -30%; further: on the % scale 0 is the no-effect control and ±100 the full control effect
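ATPase activity: ADP formed was measured by HTRF Transcreener (665/615 nm ratio) after 30 min at 37 deg C with 10 uM ATP. Compounds screened at one 76 uM concentration against 40 or 20 nM TRiC in Tris pH 7.4/KCl/MgCl2/DTT buffer.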
A549 tox = kills or reduces viability of A549 cells in Nrf2 counter-screen. A549 ARE-Fluc cells, CellTiter-Fluor viability, 18-24 h. Potency, µM (series often up to 46 µM), inactives show top-dose activity change, negative = cytotoxicity, hits mostly inhibitors. 0.16% of 390,000 active; further: potency means the concentration at half of the fitted maximal effect; on the % scale 0 is the no-effect control and ±100 the full control effect
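A549 ARE-Fluc cells in 5% FBS OPTI-MEM, 5000 cells/well, rested 2 h then exposed to compounds in concentration-response for 18-24 h at 37 °C. Viability by CellTiter-Fluor fluorescence (Ex 405/Em 525) after 30 min; luciferase luminescence (BugLite, 15 min, RT) read afterwards.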
pAkt inh = Akt phosphorylation inhibition | AID 651550 | Neuro2A IGF-stimulated pAkt S473 HTRF, 20 min; hits give low values | activity change, % for hits at 50 µM | 0.32% of 360,000 active; in the data active means activity change below about -80%; inconclusive means mostly about -51% to -80%; further: on the % scale 0 is the no-effect control and ±100 the full control effect
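Neuro2A cells in DMEM with 0.5% FBS, overnight at 37 deg C, given compound at single 50 µM final, then IGF (6 nM final) for 20 min at 37 deg C. Lysed; phospho-Akt Ser473 by HTRF after 24 h, 665/615 ratio.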
Nrf2 inh = inhibitors of Nrf2 signaling | Potency, µM (top dose mostly 46 µM), without a hit: top-dose activity change, negative = inhibition, usual class: inhibitors | A549 ARE-Fluc reporter, luciferase luminescence, 18-24 h | 2.1% of 360,000 active; further: potency means the concentration at half of the fitted maximal effect; on the % scale 0 is the no-effect control and ±100 the full control effect; nearly all actives have a fitted effect of over 60% in size
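In this cell-based qHTS, ARE-driven firefly luciferase in A549 cells reports Nrf2 activity; the luminescent signal after BugLite lysis is the measured value, with a prior CellTiter-Fluor read for cell health.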
* marks the source's active call; other numbers are inactive results; i = inactive; ? = inconclusive; / = no result given; [ ] = dose if it differs, or a comment. Unless noted, the call rests on the fitted dose curve; in most records, active means well fitted curve in the direction sought with a large enough effect; inconclusive means small, poorly fitted or top-dose-only effect, or another doubt; inactive means no such curve, though single readings can be large; an effect the other way counts as inactive or inconclusive.

SMILES	MmCpn inh	Abeta rescue	HepG2 viability	Nrf2 activator	TGFb SMAD3 inh	CCT chaperon mod	A549 tox	pAkt inh	Nrf2 inh
Cc1ccc(C(=O)N/N=c2\oc3ccccc3cc2C(N)=O)cc1	-2.2%	2.2%	-1.3%	0.0%	-5.7%	-30.2*	-0.1%	i	-6.5%
COCC(=O)Nc1nc2n(n1)C(c1ccccc1)CC(c1ccc(OC)cc1)N2 (stereo not drawn)	1.0%	22.1%	1.4%	0.1%	-6.7%	-2.3	?	/	/
CCc1ccc(NC(=O)CS(=O)CC(=O)NCC2OCCc3ccccc32)cc1 (stereo not drawn)	1.7%	7.2%	6.3%	-0.8%	-22.5%	-0.6	2.4%	i	2.8%
COc1ccccc1CN1CC(C(=O)N(C)CCc2ccccn2)CCC1=O (stereo not drawn)	/	7.5%	-4.5%	-1.6%	-5.7%	-0.2	/	i	/
CCn1c(=O)c(CCC(=O)N2CCN(c3ccccn3)CC2)c(C)c2c(C)nn(-c3cccc(C)c3)c21	-9.0%	-12.7%	-5.1%	0.1%	-16.9%	-35.5*	0.7%	/	6.6%
COc1cc(/C=C2/SC(=S)N(CC(=O)NNC(=O)c3ccc(F)cc3)C2=O)cc(OC)c1OC	/	-4.8%	-11.7%	0.1%	-0.7%	-0.2	/	i	/
COc1ccc(-c2csc3nc[nH]c(=O)c23)cc1OC	-1.0%	0.4%	-17.6%	-0.1%	6.2%	-0.3	0.0%	i	-12.7%
COCCNC(=S)N1CCc2cc(OC)c(OC)cc2C1c1cccs1 (stereo not drawn)	-0.7%	3.9%	-7.6%	-0.5%	-3.9%	-1.1	-0.7%	i	?
COc1ccc(-c2cc(C(F)(F)F)n3nc(C(=O)Nc4sc5c(c4C#N)CCC(C)C5)cc3n2)cc1OC (stereo not drawn)	/	-10.1%	2.3%	-0.8%	-0.7%	/	6.5%	/	29.3%
Cc1cccc2cc(C(c3nnnn3Cc3ccccc3)N3CCN(c4ccccc4)CC3)c(=O)[nH]c12 (stereo not drawn)	2.1%	28.2%	0.5%	0.0%	-2.5%	1.2	-10.6%	i	-7.5%
COc1ccc(N2CCN(C(=O)c3ccc(CNS(=O)(=O)c4cc(C)ccc4C)cc3)CC2)cc1	-2.9%	6.8%	-27.6%	0.3%	?	-4.7	-8.6%	i	?
Cc1nn(C)cc1NC(=O)c1nn(C)cc1[N+](=O)[O-]	-0.6%	-4.7%	7.4%	-0.4%	17.1%	-2.6	-5.1%	i	3.3%
O=C(Cc1cccc(NC(=O)C2CCCN(C(=O)C3CCCCC3)C2)c1)Nc1ccc(C(=O)N2CCCCC2)cc1 (stereo not drawn)	/	4.0%	-5.0%	-0.3%	3.1%	1.6	-0.5%	i	-13.5%
CCc1ccccc1N1CC(C(=O)N2Cc3ccccc3CC2C(N)=O)CC1=O (stereo not drawn)	-0.5%	-11.7%	-4.1%	-0.6%	-1.0%	-0.2	-0.6%	i	4.0%
C=CCn1c(=O)c(C(=O)Nc2cc(C)ccn2)c(O)c2ccccc21	0.6%	0.7%	-35.0%	0.6%	-4.5%	1.0	-8.7%	i	7.5%
O=C(c1ccc2[nH]c(=O)c(=O)[nH]c2c1)N1CCN(c2ccccc2)CC1	-2.1%	3.9%	-6.3%	-0.5%	-7.0%	-1.5	13.7%	i	?
Cc1ccc(C)c(NC(=S)NNC(=O)c2csc(C)c2C)c1	0.6%	0.0%	-4.8%	5.1%	-17.6%	-2.2	-1.1%	i	24.1%
CCc1cccc(NC(=O)c2ccc(CNc3c(N4CCCC4)c(=O)c3=O)cc2)c1	-1.6%	-7.9%	-8.4%	0.0%	4.9%	-1.3	1.5%	i	-5.6%
Cc1ccc(-n2nc3c(n2)/C(=N/O)CC/C3=N\O)cc1	-1.9%	-22.9%	-59.4%	0.1%	-25.1%	-10.3	-5.1%	i	?
COc1cccc(C(c2nnnn2Cc2ccc(F)cc2)N2CCC(C(N)=O)CC2)c1OC (stereo not drawn)	-3.2%	3.2%	-14.2%	0.0%	13.2%	-19.0	-0.4%	i	/
CCn1c2ccccc2c2cc(C3N=C(N)Nc4nc5ccccc5n43)ccc21 (stereo not drawn)	-0.9%	22.7%	4.3%	-0.8%	-0.4%	-3.2	-7.2%	i	-12.2%
COc1ccc2nc3oc(C(=O)NCc4cccs4)cc3cc2c1	2.0%	16.7%	4.5%	0.3%	-5.9%	0.8	-8.6%	i	1.4%
COc1ccc(Cn2c(C)nc3ccc([N+](=O)[O-])cc3c2=O)cc1	0.8%	7.6%	-4.9%	0.4%	-11.6%	0.4	-13.4%	i	-18.3%
Cc1cc(C)c(C(=O)c2ccccc2C(=O)O)c(C)c1	/	-13.0%	-15.1%	0.6%	1.9%	-0.8	/	i	/
CC(C)C(=O)N1CCN(c2ccccc2NC(=S)NC(=O)c2ccco2)CC1	/	20.4%	-12.6%	7.5%	18.1%	-1.9	2.1%	i	-4.8%
c1ccc(NCc2ccncc2)cc1	-0.8%	11.5%	-20.9%	-0.4%	-2.1%	-7.4	6.5%	i	-5.5%
COc1ccc(F)c(CN2CCN(CCc3ccccc3)C(CCO)C2)c1 (stereo not drawn)	0.5%	13.1%	-35.2%	-0.3%	31.9%	-0.1	7.2%	i	1.0%
CC1(C)OC(=O)N(CCC(=O)Nc2cccc(F)c2)C1(C)O (stereo not drawn)	-0.6%	8.5%	-15.5%	-0.1%	-1.7%	0.1	0.1%	i	-5.2%
Cc1ccc(OCCOc2ccc(Cl)cc2Cl)c([N+](=O)[O-])n1	2.2%	6.6%	-34.3%	2.4%	0.0%	1.5	1.9%	i	8.4%
Cn1c(=O)c(=O)n(C)c2cc(S(=O)(=O)N3CCC(Cc4ccccc4)CC3)ccc21	2.5%	-10.3%	-2.0%	-0.2%	-4.5%	1.1	11.1%	i	0.6%
COc1ccc(CCN2C(=O)C(Oc3ccccc3C)C2c2ccc3c(c2)OCO3)cc1 (stereo not drawn)	0.9%	3.5%	6.9%	-1.1%	-1.9%	-2.2	-15.4%	i	?
CCCOc1ccc2cc(-c3ccccn3)c(=O)oc2c1	-5.9%	-23.6%	-60.8%	-2.2%	-18.3%	-1.0	8.5%	i	?
Cc1cc(C)c(NC(=O)CN(C)C(=O)c2ccc(OCc3ccccc3)cc2)c(C)c1	0.7%	9.7%	-27.6%	4.6%	-5.6%	-0.2	-1.4%	i	1.9%
CCOc1ccc(C(=O)NC2CCN(C(=O)N3CCCC3)CC2)cc1	2.5%	-2.9%	8.7%	0.6%	0.7%	0.5	-4.5%	/	-0.7%
COc1ccc(C)cc1NC(=O)c1cccc(C(=O)Nc2cc(C)ccc2OC)c1	-0.8%	3.6%	16.7%	-0.5%	10.6%	1.2	19.0%	i	?
Cc1ccc(NC(=O)NCC2CC2(Cl)Cl)cc1 (stereo not drawn)	4.0%	3.8%	-1.6%	0.3%	-10.5%	-1.2	0.2%	i	?
CC1CCCN(c2nc3c(S(=O)(=O)c4ccc(C(C)C)cc4)nnn3c3ccsc23)C1 (stereo not drawn)	/	0.0%	1.3%	0.0%	20.7%	/	-1.3%	/	?
CC1=C(C(=O)Nc2cccnc2)C(c2ccc(F)cc2)n2nc(SCc3ccccc3)nc2N1 (stereo not drawn)	/	-7.3%	0.1%	0.3%	5.6%	/	1.0%	/	0.5%[9.27 µM]
COc1ccc(SCCc2ccncc2)cc1	-2.3%	-16.7%	-24.5%	2.6%	-13.1%	-0.7	8.9%	i	-6.0%
O=C(c1ccco1)n1nc(-c2ccccc2)nc1NCc1ccc(Cl)cc1	/	-20.7%	-14.4%	-1.1%	33.5%[activator]	/	-1.9%	/	9.9%
COc1ccccc1NS(=O)(=O)c1cc(NC(=O)CN2C(=O)NC3(CCCC3)C2=O)ccc1C	-2.9%	7.1%	0.0%	-0.3%	5.3%	-1.2	2.6%	i	-20.9%
Fc1cccc(NC(=S)N2CCN(c3ccccn3)CC2)c1	0.9%	6.5%	2.2%	-0.6%	-3.7%	-0.9	-1.3%	i	-26.0%
CC1CCCN(c2cc3c(cc2[N+](=O)[O-])C(=O)N(c2ccccc2)C3=O)C1 (stereo not drawn)	4.4%	12.6%	-58.0%	0.4%	-0.3%	-2.3	-0.7%	i	3.0%
CC(C)OC(=O)C(CC(=O)O)N1CCOCC1 (stereo not drawn)	-0.5%	27.7%	5.2%	0.4%	7.1%	-0.8	0.0%	i	5.0%
Cc1ccc(C(=O)NCCn2cc(SCC(=O)Nc3nnc(C)s3)c3ccccc32)cc1	-0.8%	6.4%	-48.1%	0.4%	?	-3.2	10.2%	i	-4.3%
O=C(NC(c1ccc(Cl)cc1)c1ccccn1)C1CCN(CCOc2ccc(Cl)cc2Cl)CC1 (stereo not drawn)	/	-0.1%	-104.0%	-2.6%	?	-0.5	/	i	/
O=C(O)c1ccc(NS(=O)(=O)c2ccc(Cl)c(C(=O)Nc3ccccc3[N+](=O)[O-])c2)cc1	0.0%	13.1%	15.6%	-0.4%	-1.7%	-0.5	14.1%	i	5.0%
COc1cc(OC)cc(-c2nnc(SCC(=O)N3c4ccccc4Sc4ccccc43)o2)c1	/	2.8%	10.9%	1.8%	2.8%	-5.8	-1.2%	?	4.6%
O=C(c1ccncc1)N1CCN(S(=O)(=O)c2cccc(F)c2)CC1	0.4%	-6.1%	0.5%	-0.2%	-2.9%	-0.3	-9.0%	i	-4.6%

Compound activity: PubChem BioAssay, National Center for Advancing Translational Sciences (NCATS)
